# GPR55 activation – GPR55 agonists via beta-arrestin recruitment, primary screen, imaging, U2OS cells, beta-arrestin-GFP redistribution (AID 1961); activation, % at 10 µM; hits with a dose series show EC50 in µM; actives 0.048% (n = 290,000); U2OS GPR55 beta-arrestin-GFP redistribution imaging; higher % means a stronger effect; G-protein coupled receptor 55 (Homo sapiens);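 active = activation above 40% with more than 50 cells counted in the well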;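 note: U2OS osteosarcoma cells stably expressing GPR55 and beta-arrestin-GFP; plate controls were DMSO negative control for no effect and LPI positive control for full effect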
# GPR55 LPI antagonism – GPR55 antagonists blocking LPI-driven arrestin recruitment, primary screen, imaging, U2OS, beta-arrestin-GFP, LPI agonist (AID 2013). G-protein coupled receptor 55 (Homo sapiens). U2OS GPR55 beta-arrestin-GFP translocation imaging, LPI antagonism; higher % means a stronger effect. one-dose inhibition, % at 10 µM; IC50 in µM for titrated hits. actives 0.13% (n = 290,000);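 active = spots per cell inhibited over 60%, with over 100 cells counted and total cytoplasm intensity under 500,000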;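 note: U2OS cells stably carrying GPR55 and arrestin-GFP stimulated by 5 µM LPI near EC80; imaged beta-arrestin-GFP aggregate spots per cell after agonist stimulation; plate controls were LPI-stimulated DMSO wells for no effect and DMSO wells without LPI for full effect; some results filed as inactive read as strong as hits; confirmed hits need IC50 under 10 µM and bright autofluorescent wells are also inconclusive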
# KOR beta-arrestin-1 – KOR agonists, beta-arrestin recruitment, primary screen, cell-based, luminescence, uHTS (AID 1777) | Kappa-type opioid receptor (Homo sapiens) | KOR beta-arrestin recruitment, luminescence; higher % means a stronger effect | activation, % at 10 µM, or EC50 in µM where a hit was titrated | actives 0.02% (n = 280,000); in the data active = activation above about 50%, passing the limit was not always enough; note: a part of the inactive calls stands beside numbers as strong as those of hits
# KOR beta-arrestin-2 – KOR antagonists, beta-arrestin recruitment, cell-based, luminescence, uHTS (AID 1778); Kappa-type opioid receptor (Homo sapiens); KOR beta-arrestin recruitment, luminescence, antagonist mode; higher % means a stronger effect; inhibition, % at 10 µM, or IC50 in µM where a hit was titrated; actives 0.091% (n = 290,000); in the data active = inhibition above about 50%; note: strong numbers were not always called active
# AID2073 – inhibitors of Mint1-CaV2.2 protein interaction, biochemical, HTRF (AID 2073); actives 0.19% (n = 290,000); Voltage-dependent N-type calcium channel subunit alpha-1B (Homo sapiens); HTRF protein-protein interaction, Mint1-CaV2.2; higher % means a stronger effect; one-dose inhibition, % at 20 µM; IC50 in µM for titrated hits; in the data active = inhibition mostly above about 51%, no sharp cut-off; note: some results filed as inactive read as strong as hits
# SIAH1 antagonists – Siah-1 peptide-binding antagonists, primary screen, biochemical, fluorescence polarization, rhodamine-plectin, uHTS (AID 1817). Siah-1 / rhodamine-plectin peptide fluorescence polarization; higher % means a stronger effect. displacement, % at 20 µM, or IC50 in µM where a hit was titrated. actives 0.02% (n = 290,000);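 active = displacement of at least 50% at 20 µM, with a fluorescence ratio check between 0.3 and a set limit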;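 note: plate controls were Siah plus tracer with DMSO for no effect and tracer alone without Siah for full effect; strong numbers were not always called active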
# HIV peptide binding – inhibitors of HIV fusion peptide binding, primary screen, biochemical, uHTS, fluorescence dequenching (AID 1986). cell-free peptide binding, fluorescence dequenching, 30 min; higher % means a stronger effect. inhibition, % at 20 µM, or IC50 in µM where a hit was titrated. actives 0.3% (n = 290,000); in the data active = inhibition mostly above about 52%, no sharp cut-off; inactive = mostly below about 76%; note: some results filed as inactive read as strong as hits
# GPR35 antagonists – GPR35 antagonists blocking zaprinast-driven arrestin recruitment, primary screen, imaging, U2OS, beta-arrestin-GFP, zaprinast agonist (AID 2058) | U2OS GPR35 beta-arrestin-GFP translocation imaging, zaprinast antagonism; higher % means a stronger effect | inhibition, % at 10 µM; hits with a dose series show IC50 in µM | actives 0.052% (n = 290,000);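 active = inhibition of at least 50% with at least 30 cells and total cytoplasm GFP at most 10,000,000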
# NOD1 inhibition – NOD1 signaling inhibitors, primary screen, cell-based, luminescence, uHTS (AID 1578) | NOD1-driven NF-kB luciferase reporter cells, luminescence; higher % means a stronger effect | inhibition, % at 4 µM; hits with a dose series show EC50 in µM | actives 1% (n = 290,000); in the data active = inhibition mostly above about 36%, no sharp cut-off; inactive = mostly below about 34%;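 note: HEK-293T reporter cells stimulated with the NOD1 agonist gamma-tri-DAP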
# Numbers without * were called inactive; [ ] = another dose, or the depositor's remark. A portion of the library; count on the stated rates, not on these rows.
SMILES,GPR55 activation,GPR55 LPI antagonism,KOR beta-arrestin-1,KOR beta-arrestin-2,AID2073,SIAH1 antagonists,HIV peptide binding,GPR35 antagonists,NOD1 inhibition
Cc1cccnc1-n1c(-c2ccco2)nc2ccccc2c1=O,-0.2%,1%,5.9%,-12%,2%,2%,-3.0%,-16%,-8%
Cc1cc(N)n(C2CCN(C)CC2)n1,0.2%,4%,-2.9%,5%,4%,1%,2.5%,17%,-11%
O=C(Cn1ncc2c3ccccc3n(Cc3cccc(Cl)c3)c2c1=O)N1CCC2(CC1)OCCO2,-0.1%,-3%,1.5%,7%,11%,17%,8.9%,-5%,20%
O=C(Nc1ccc(Cl)cc1)O/N=C(\c1ccccc1)c1ccccn1,0.0%,8%,-2.7%,1%,-4%,3%,0.7%,5%,-8%
Cn1c(O)c(C=NCCOc2ccc(Cl)cc2)c(=O)n(C)c1=O,0.8%,-13%,4.1%,-22%,-2%,-4%,1.1%,-7%,-21%
S=P(Nn1cnnc1)(c1ccc(Br)cc1)c1ccc(Br)cc1,0.1%,-6%,6.2%,-35%,3%,-2%,2.6%,-9%,18%
CC1Oc2cc3c(-c4c(O)cc(O)c5c(O)c6c(cc45)OC(C)C(C)C6=O)c(O)cc(O)c3c(O)c2C(=O)C1C (stereo not drawn),0.9%,-8%,-1.8%,16%,42%,66%,54%*,38%,30%
CSC(=Nc1ccccc1)c1c(O)n(C)c(=O)n(C)c1=O,-0.2%,-1%,-4.1%,-2%,-3%,-3%,-1.7%,-5%,-17%
C=CCOC(=O)COc1cc(C)cc2oc(=O)c3c(c12)CCC3,-0.1%,-1%,4.3%,-19%,13%,0%,3.0%,-16%,-14%
O=c1[nH]c(O)c(C=NC2CCCCC2)c(=O)[nH]1,-0.1%,0%,3.4%,11%,5%,2%,0.6%,-6%,-13%
CCOP(=O)(C#CC(C)(C)C)C1(O)CCCCC1 (stereo not drawn),-0.1%,-15%,-1.5%,-11%,0%,-3%,-1.4%,-2%,-11%
CCCCn1c(O)c(C(C)=NCCc2c[nH]c3ccccc23)c(=O)[nH]c1=O,0.0%,-12%,3.0%,-4%,16%,0%,0.5%,-12%,-9%
Cc1cc(=O)oc2c(C)c(OCC(=O)N3CCN(Cc4ccccc4)CC3)ccc12,0.6%,11%,0.0%,-9%,6%,6%,0.9%,0%,-17%
O=C(/C=C/c1ccccc1)NC(=S)N1C[C@H]2C[C@H](C1)c1cccc(=O)n1C2,-0.1%,13%,-3.1%,-44%[20 µM],-30%,-1%,-0.5%,-5%,-14%
O=P(O)(Oc1ccccc1)OC(c1ccccc1)C(F)(F)F (stereo not drawn),0.6%,-2%,4.4%,31%,6%,0%,-0.4%,6%,-23%
COc1cc(N2C(=O)CC(=O)NC2=O)cc(OC)c1OC,0.5%,-11%,2.0%,-59%[20 µM],9%,-3%,9.1%,18%,-9%
CSc1ccc(C(=O)C2CCCN(C)C2)cc1 (stereo not drawn),0.2%,6%,-0.9%,-3%,-2%,2%,2.0%,1%,-44%
Cc1ccc(CC2C(=O)N(C)C(=O)N(C)C2=O)s1,0.3%,-1%,-4.8%,-9%,-29%,-1%,0.4%,-7%,-12%
COc1ccc(CC(=O)Nc2ccc3c(C(F)(F)F)cc(=O)oc3c2)cc1OC,0.9%,-28%,-3.3%,26%,5%,8%,-2.6%,1%,-22%
COc1ccc(N2C(=O)/C(=C/c3ccc(N(C)C)o3)C(=O)NC2=S)cc1,-0.1%,6%,-3.2%,12%,-16%,2%,147%,4%,6%
C=CCn1c(O)c(C(C)=Nc2ccc(N(CC)CC)cc2)c(=O)[nH]c1=O,-0.1%,-1%,2.0%,15%,11%,0%,-2.6%,26%,-30%
C#CCOc1ccc2c(c1)c(C(C)=O)c(C)n2Cc1ccccc1,0.4%,0%,6.2%,-4%,-2%,-2%,-2.3%,-7%,-9%
Cc1oc2c(C)c3oc(=O)c(CCC(=O)O)c(C)c3cc2c1-c1ccccc1,0.3%,1%,-9.2%,5%,27%,1%,43%,9%,7.7µM*
O=C(c1cccs1)C1CN2CCC1CC2 (stereo not drawn),-0.1%,13%,-2.4%,29%,1%,9%,0.5%,-10%,-40%

# Continued; it opens with the 3 that closed the last part.
SMILES,GPR55 activation,GPR55 LPI antagonism,KOR beta-arrestin-1,KOR beta-arrestin-2,AID2073,SIAH1 antagonists,HIV peptide binding,GPR35 antagonists,NOD1 inhibition
C#CCOc1ccc2c(c1)c(C(C)=O)c(C)n2Cc1ccccc1,0.4%,0%,6.2%,-4%,-2%,-2%,-2.3%,-7%,-9%
Cc1oc2c(C)c3oc(=O)c(CCC(=O)O)c(C)c3cc2c1-c1ccccc1,0.3%,1%,-9.2%,5%,27%,1%,43%,9%,7.7µM*
O=C(c1cccs1)C1CN2CCC1CC2 (stereo not drawn),-0.1%,13%,-2.4%,29%,1%,9%,0.5%,-10%,-40%
CC(=O)Nc1nnc(CCN(CCc2nnc(NC(C)=O)s2)[N+](=O)[O-])s1,-0.1%,-7%,3.4%,-21%,-2%,-1%,0.0%,3%,-6%
CC1CCCCN1C(=O)c1ccc(N2CC3CC(C2)c2cccc(=O)n2C3)c([N+](=O)[O-])c1 (stereo not drawn),0.2%,7%,-3.9%,9%,8%,1%,-1.0%,7%,-32%
Cc1[nH]c2c(Cl)cccc2c1CCN,-0.1%,0%,-0.8%,25%,-3%,0%,-3.1%,8%,-35%
COc1ccc2[nH]c(C)c(CCNCc3cc(OC)c(OC)c(OC)c3)c2c1,0.0%,-4%,2.7%,-49%,3%,-4%,6.1%,2%,-22%
Cc1ccc(N(C)C(=O)Oc2cccc3ccc(C)nc23)cc1,0.0%,-24%,-6.8%,3%,-2%,5%,-2.2%,15%,7%
Cc1cccc2cc3c(N)c(C(=O)Nc4ccc(N5CCOCC5)cc4)sc3nc12,0.6%,-2%,-0.3%,-25%,17%,-1%,4.0%,20%,19µM*
O=C(NCc1ccccc1)c1cccn(Cc2cccc(Cl)c2)c1=O,0.0%,-3%,-2.8%,4%,0%,2%,-1.0%,-2%,-10%
CCC1CN(C)CCC1(OC(C)=O)c1ccccc1 (stereo not drawn),0.0%,0%,-1.7%,-7%,1%,8%,-1.6%,-11%,-73%
c1ccc2c(CN3CCCCC3)c[nH]c2c1,0.1%,3%,6.4%,16%,26%,-2%,-1.8%,31%,-5%
CC/C(=N\NC(=O)c1ccccc1)c1c(O)n(C2CCCCC2)c(=O)[nH]c1=O,-0.1%,-10%,3.2%,-21%,2%,1%,15%,-20%,-15%
Cc1cc(C(=O)N2CCC3(CC2)OCCO3)cs1,-0.2%,-9%,-0.9%,-38%,4%,-4%,-0.3%,0%,-24%
O=C1NC(=S)NC(=O)C1C/C=C/c1ccccc1,-0.1%,15%,-2.7%,26%,-34%,2%,-2.3%,7%,-1%
CN(C)C(=O)Oc1ccc(C(=O)c2ccccc2)cc1,-0.1%,9%,-5.5%,24%,-2%,-4%,-0.8%,-21%,-30%
O=C(Nc1ccccc1)OC1CN=C(N[N+](=O)[O-])NC1 (stereo not drawn),0.1%,3%,-2.4%,2%,-5%,6%,0.8%,-3%,-16%
CCc1ccccc1N1C(=O)CC(=O)NC1=O,-0.3%,7%,-3.8%,14%,3%,4%,6.6%,8%,-21%
Cc1cc(OCC(=O)Nc2ccncc2)cc(C)c1Cl,0.2%,-10%,-2.9%,-4%,-1%,5%,-0.8%,-1%,2.5µM*
CC1(C)CSC(Nc2ccc(F)c(Cl)c2)=N1,-0.2%,-2%,-0.3%,-15%,15%,3%,0.7%,3%,7%
O=C(c1cccs1)c1cn(Cc2ccccc2Cl)c2ccccc12,-0.1%,24%,-4.0%,-10%,9%,0%,1.5%,0%,21%
CC12CN3CCN(C1)CC(C)(C3)C2=NO,-0.1%,9%,-4.3%,-10%,-5%,3%,-1.8%,-2%,-20%
COc1ccccc1N1CCN(Cc2cnc(-c3ccccc3)[nH]2)CC1,0.2%,5%,3.0%,16%,1%,-2%,-1.1%,10%,4%
O=C(CCNC(=O)N1C[C@H]2C[C@@H](C1)c1cccc(=O)n1C2)Nc1ccc(F)cc1,0.2%,-10%,-2.9%,-16%[20 µM],-4%,1%,0.7%,-10%,-22%
c1ccc(CCNCc2ccccc2)cc1,-0.6%,7%,-1.4%,24%,2%,2%,-2.8%,-5%,-38%
Cc1[nH]c2ccc(OC(F)(F)F)cc2c1CCNCc1ccc(Cl)cc1,0.2%,24%,-5.2%,36%,8%,-2%,-0.1%,-16%,-6%
O=C1OCCC1NC1=NCCC1 (stereo not drawn),0.7%,19%,-4.7%,9%,-7%,0%,0.4%,-6%,-17%
CC1=C[C@@H]2c3cccc4[nH]cc(c34)C[C@H]2N(C)C1,-0.1%,2%,-20%,19%,31%,7%,165%,-2%,-2%
C[N+]12CCC(CC1)C(C#N)(N1CCOCC1)C2 (stereo not drawn),0.2%,6%,-4.6%,8%,10%,-2%,1.3%,2%,7%
CCOc1ccc(N2C(=O)NC(=O)/C(=C\c3ccc(N4CCCCC4)o3)C2=O)cc1,-0.3%,0%,-5.8%,-24%,-6%,-6%,152%,-6%,16%
COc1cc(/C=C2\C(=O)NC(=O)N(c3ccccc3)C2=O)cc(OC)c1OC,-0.1%,-8%,-1.6%,-58%,15%,-1%,5.8%,-2%,18%
CCOC(=O)c1[nH]c(C)c(C(=O)N2CCC3(CC2)OCCO3)c1C,0.5%,-2%,-2.2%,9%,-6%,-5%,-1.7%,13%,12%
CC12CN3CC(C)(CN(C1)C3c1cccs1)C2 (stereo not drawn),-0.1%,-8%,11%,14%,-2%,-1%,9.2%,-15%,-9%
O=c1[nH]c(=S)n(-c2cccc(Cl)c2)c(O)c1C=NCCN1CCNCC1,-0.1%,9%,0.5%,21%,-12%,3%,1.9%,-3%,1%
COC(=O)C(O)(c1ccc(N=Cc2ccccc2O)c(C)c1)C(F)(F)F (stereo not drawn),-0.4%,-9%,-2.1%,-10%,0%,5%,2.2%,-4%,-18%
CC12CN3C(O)C(C)(C1)CC(C)(C2)C3O (stereo not drawn),0.1%,7%,1.1%,2%,-3%,-1%,-0.6%,4%,-4%
O=C(C[N+]12CCC(CC1)C(CO)C2)c1ccc(Br)cc1 (stereo not drawn),-0.2%,9%,-2.3%,-1%,-2%,5%,0.0%,10%,-22%
CCN(CC)C(=O)c1ccc(NC(=O)CSc2nnnn2-c2cc(OC)ccc2OC)cc1,-0.1%,4%,1.1%,-56%,-1%,0%,0.1%,-4%,2%
